Source: PubChem BioAssay (Sanford-Burnham Center for Chemical Genomics)
hIAP block = human IAP inhibitors, primary screen, biochemical, luminescence, uHTS. Intestinal-type alkaline phosphatase (Homo sapiens), P09923. purified IAP, CDP-Star luminescence, 30 min. inhibition, % at 10 µM. 330,000 tested, 0.12% active;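 active = inhibition reaching a set limit with compound at 10 µM in the primary screen, cut at about 35% in these data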;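 also: plate controls were DMSO wells with enzyme for no effect and no-enzyme buffer wells for full effect; values of inactives mirror those of a sister screen read the other way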
Target sequence (P09923 whole entry, looked up): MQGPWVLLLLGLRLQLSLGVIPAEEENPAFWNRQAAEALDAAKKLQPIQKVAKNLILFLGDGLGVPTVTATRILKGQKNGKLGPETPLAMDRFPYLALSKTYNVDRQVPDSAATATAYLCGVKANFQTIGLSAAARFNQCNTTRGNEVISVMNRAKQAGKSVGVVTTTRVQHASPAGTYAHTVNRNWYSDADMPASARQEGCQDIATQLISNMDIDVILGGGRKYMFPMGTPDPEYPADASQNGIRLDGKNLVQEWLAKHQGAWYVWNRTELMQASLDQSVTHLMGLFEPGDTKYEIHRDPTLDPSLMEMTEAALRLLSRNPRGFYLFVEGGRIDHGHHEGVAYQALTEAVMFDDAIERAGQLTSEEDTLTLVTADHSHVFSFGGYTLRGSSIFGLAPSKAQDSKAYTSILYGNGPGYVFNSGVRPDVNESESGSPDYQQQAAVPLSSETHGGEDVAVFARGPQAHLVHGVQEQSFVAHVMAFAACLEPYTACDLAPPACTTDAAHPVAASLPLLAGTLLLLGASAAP
tim10-1 inh = growth inhibitors of tim10-1 mutant yeast, primary screen, luminescence, uHTS; 330,000 tested, 2.2% active; inhibition, % at 20 µM; AID 463190, 2010; S. cerevisiae tim10-1 ts strain growth, BacTiter-Glo, 24 h;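 active = inhibition of at least 40%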;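 also: mutant grown at 25 °C; 0% = DMSO wells with yeast and 100% = wells holding no yeast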
mIAP act = activators of mouse IAP, primary screen, biochemical, luminescence, uHTS; intestinal alkaline phosphatase [Mus musculus]; muIAP, CDP-Star luminescence, 30 min; stronger effect = higher value; 1 = vehicle-only enzyme signal, 0 = enzyme-free wells; activation factor at 10 µM; 330,000 tested, 0.24% active; AID 2805, 2010;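 active = activation factor of at least 2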; also: the source names both 10 and 20 µM as test concentration; values of inactives mirror those of a sister screen read the other way
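System: Mouse IAP enzyme | Also added: CDP-Star substrate | Dosing: Compounds dispensed in DMSO | Schedule: 30 min enzyme-substrate-compound incubation at room temperature | Technique: Chemiluminescence readout | Control set: DMSO-only wells and no-enzyme negative control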
APOBEC3A inh = APOBEC3A ssDNA deaminase inhibitors, primary screen, selectivity assay for APOBEC3G inhibitor project, biochemical, FAM/TAMRA oligo cleavage fluorescence | 330,000 tested, 0.41% active | inhibition, % at 20 µM | recombinant A3A, FAM/TAMRA ssDNA deamination fluorescence | DNA dC->dU-editing enzyme APOBEC-3A (Homo sapiens), P31941;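 active = at least 40% inhibition at 20 µM here, with at most 30% in a related deaminase screen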;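 also: plate controls were A3A with DMSO for no effect and wells lacking A3A enzyme for full effect; some results filed as inactive read as strong as hits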
A3G deaminase = APOBEC3G DNA deaminase inhibitors, primary screen, biochemical, fluorescence, single-stranded DNA substrate, uHTS | DNA dC->dU-editing enzyme APOBEC-3G (Homo sapiens), Q9HC16 | recombinant A3G, ssDNA deamination FAM/TAMRA fluorescence | inhibition, % at 20 µM | 330,000 tested, 0.28% active | AID 493012, 2011;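 active = inhibition of at least 40% at 20 µM, with no more than 30% in the related APOBEC3A deaminase screen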;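 also: plate controls were DMSO wells with A3G for no effect and wells lacking A3G enzyme for full effect; some compounds called inactive have numbers as strong as hits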
Target sequence (Q9HC16 whole entry, looked up): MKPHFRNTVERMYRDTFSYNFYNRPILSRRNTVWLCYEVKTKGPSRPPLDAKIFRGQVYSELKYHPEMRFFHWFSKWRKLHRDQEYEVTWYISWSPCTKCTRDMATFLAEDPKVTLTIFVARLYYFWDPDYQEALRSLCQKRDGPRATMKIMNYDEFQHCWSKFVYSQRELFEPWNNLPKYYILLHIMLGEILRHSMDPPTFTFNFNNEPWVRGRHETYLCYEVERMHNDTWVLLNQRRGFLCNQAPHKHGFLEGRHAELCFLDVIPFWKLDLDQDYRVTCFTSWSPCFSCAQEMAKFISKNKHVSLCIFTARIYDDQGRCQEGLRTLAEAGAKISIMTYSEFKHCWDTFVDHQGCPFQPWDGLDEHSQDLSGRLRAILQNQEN
beta cell repl = inducers of MIN6 beta-cell proliferation, primary screen, ATP luminescence, uHTS | 330,000 tested, 0.29% active | MIN6 cells proliferation, ATPlite luminescence, 48 h; cells starved in 0.2% serum; 100% = growth in 10% serum | AID 2380, 2010 | proliferation, % at 10 µM;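 active = compounds whose signal lies at least 3.5 SD above the mean of all wells on their plate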;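 also: 0% = DMSO-treated cells in low-serum medium and 100% = 10% serum control; some compounds called inactive have numbers as strong as hits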
mIAP inh = inhibitors of mouse IAP, primary screen, biochemical, luminescence, uHTS; intestinal alkaline phosphatase [Mus musculus]; purified mouse IAP, CDP-Star luminescence, 30 min; inhibition, % at 10 µM; 330,000 tested, 0.2% active; AID 2806, 2010;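 active = inhibition of at least 40% at 10 µM in the primary screen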;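 also: plate controls were DMSO with enzyme for no effect and no enzyme wells for full effect; values of inactives mirror those of a sister screen read the other way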
TIM10 inh = growth inhibitors of isogenic TIM10 control yeast, primary screen, counter-screen for tim10-1 yeast inhibitor project, luminescence, uHTS | S. cerevisiae TIM10 strain growth, BacTiter-Glo luminescence, 24 h | inhibition, % at 10 µM | 330,000 tested, 1.4% active | AID 463195, 2010;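 active = inhibition of 40% or more at the single tested concentration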;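 also: wild-type TIM10 isogenic control strain grown at permissive 25 °C; 0% = DMSO yeast wells and 100% = minimal medium wells without yeast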
NALP3 yeast inh = NALP3 inflammasome inhibitors in reconstituted yeast, primary screen, luminescence, uHTS; Yeast reconstituted NLRP3/ASC/caspase-1, beta-gal luminescence, 24 h; inhibition, % at 10 µM; 330,000 tested, 0.39% active; AID 2825, 2010;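 active = inhibition of 50% or more; inactive = inhibition below 50%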;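 also: plate controls were induced DMSO wells for no effect and uninduced yeast grown without galactose for full effect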
* hit, by the source's call.

Results for CCc1ccccc1NC(=O)CN(C1CCCCC1)S(C)(=O)=O ?
hIAP block: 6; tim10-1 inh: 13; mIAP act: 1.1; APOBEC3A inh: 1; A3G deaminase: 0; beta cell repl: -1; mIAP inh: -5; TIM10 inh: 7; NALP3 yeast inh: 3

Results for CC1=C(C(=O)Nc2ccc(CC(=O)NCc3ccc(OC(C)C)cc3)cc2)SCCO1 ?
hIAP block: -13; tim10-1 inh: 21; mIAP act: 0.93; APOBEC3A inh: 8; A3G deaminase: -1; beta cell repl: -7; mIAP inh: 7; TIM10 inh: 16; NALP3 yeast inh: 7

Results for CCOC(=O)c1c(CNCCN(CC)CC)n(C)c2cc(Br)c(OC)cc12 ?
hIAP block: -36; tim10-1 inh: 10; mIAP act: 1; APOBEC3A inh: -5; A3G deaminase: -6; beta cell repl: -1; mIAP inh: -1; TIM10 inh: 14; NALP3 yeast inh: 23

How did CCOc1ccc(NC(=O)C2CCCN(S(=O)(=O)c3ccc4c(c3)CCCN4C(C)=O)C2)cc1 (stereo not given) do in these assays?
hIAP block: -45; tim10-1 inh: 3; mIAP act: 1.2; APOBEC3A inh: -2; A3G deaminase: -4; beta cell repl: -1; mIAP inh: -20; TIM10 inh: -1; NALP3 yeast inh: 1

How did O=C(COc1ccc(Cl)cc1)NCCS(=O)(=O)N1CCN(c2ccccc2F)CC1 do in these assays?
hIAP block: -7; tim10-1 inh: 26; mIAP act: 1.1; APOBEC3A inh: 2; A3G deaminase: -2; beta cell repl: 1; mIAP inh: -7; TIM10 inh: 18; NALP3 yeast inh: 3

What do the screens show for `CCOc1cc(NC(=S)NCCCN2CCOCC2)c(OCC)cc1NC(=O)c1ccccc1`?
hIAP block: -7; tim10-1 inh: -4; mIAP act: 1; APOBEC3A inh: -1; A3G deaminase: -4; beta cell repl: -2; mIAP inh: -2; TIM10 inh: 7; NALP3 yeast inh: 17

What do the screens show for `CCN(Cc1ccccc1)S(=O)(=O)c1c(N)n(C)c(=O)n(C)c1=O`?
hIAP block: 0; tim10-1 inh: -1; mIAP act: 0.96; APOBEC3A inh: 2; A3G deaminase: 1; beta cell repl: -3; mIAP inh: 4; TIM10 inh: -13; NALP3 yeast inh: 0

What do the screens show for `CCN(Cc1ccccc1)C(=O)c1nn(-c2ccc(OC)cc2)c(=O)c2c1c1ccccc1n2C`?
hIAP block: 4; tim10-1 inh: 8; mIAP act: 0.88; APOBEC3A inh: -4; A3G deaminase: -5; beta cell repl: -4; mIAP inh: 12; TIM10 inh: 12; NALP3 yeast inh: 9

What do the screens show for `CN(C)c1cc(Nc2cccc(O)c2)c([N+](=O)[O-])c2nonc12`?
hIAP block: 4; tim10-1 inh: 0; mIAP act: 0.93; APOBEC3A inh: 3; A3G deaminase: -4; beta cell repl: -2; mIAP inh: 7; TIM10 inh: 12; NALP3 yeast inh: -3

What do the screens show for `O=C(COC(=O)c1cccs1)NCc1ccco1`?
hIAP block: 0; tim10-1 inh: -5; mIAP act: 1; APOBEC3A inh: 23; A3G deaminase: 6; beta cell repl: 1; mIAP inh: -2; TIM10 inh: 8; NALP3 yeast inh: 0

What do the screens show for `CCN(CC(=O)NCc1ccc(Cl)cc1)C(=O)CSc1cccc(C(F)(F)F)c1`?
hIAP block: -12; tim10-1 inh: 32; mIAP act: 1.1; APOBEC3A inh: 3; A3G deaminase: 7; beta cell repl: -7; mIAP inh: -12; TIM10 inh: -11; NALP3 yeast inh: 0

Results for N#Cc1nc(Cc2cccc3ccccc23)oc1NCCN1CCCCC1 ?
hIAP block: 20; tim10-1 inh: 5; mIAP act: 1; APOBEC3A inh: 2; A3G deaminase: -3; beta cell repl: -3; mIAP inh: -1; TIM10 inh: 6; NALP3 yeast inh: 5

How did COC(=O)C1CN(S(=O)(=O)c2cc(OC)ccc2OC)CCS1 (stereo not given) do in these assays?
hIAP block: 4; tim10-1 inh: 2; mIAP act: 0.85; APOBEC3A inh: 0; A3G deaminase: -6; beta cell repl: 2; mIAP inh: 14; TIM10 inh: 17; NALP3 yeast inh: 9

What do the screens show for `Cc1ccccc1C(=O)Nc1nnc(-c2ccc(C(C)(C)C)cc2)s1`?
hIAP block: -18; tim10-1 inh: 7; mIAP act: 1; APOBEC3A inh: -4; A3G deaminase: -8; beta cell repl: -2; mIAP inh: 0; TIM10 inh: -5; NALP3 yeast inh: 2

What do the screens show for `Cc1nc2ccccc2n1/N=C/c1ccc([N+](=O)[O-])s1`?
hIAP block: 9; tim10-1 inh: 76*; mIAP act: 0.99; APOBEC3A inh: -1; A3G deaminase: -4; beta cell repl: 0; mIAP inh: 0; TIM10 inh: 62*; NALP3 yeast inh: 13

Results for CCOC(=O)c1nnn(-c2nonc2-n2cccc2)c1C ?
hIAP block: -10; tim10-1 inh: 3; mIAP act: 0.98; APOBEC3A inh: -1; A3G deaminase: -3; beta cell repl: -3; mIAP inh: 2; TIM10 inh: 14; NALP3 yeast inh: -8

How did COc1cccc(C2CC(=O)Nc3cc(OC)c(OC)c(OC)c32)c1OC (stereo not given) do in these assays?
hIAP block: -14; tim10-1 inh: 0; mIAP act: 1.1; APOBEC3A inh: -3; A3G deaminase: -6; beta cell repl: -2; mIAP inh: -5; TIM10 inh: -7; NALP3 yeast inh: 16

How did CC(=O)Oc1ccc(N2C(=O)C3C4C=CC(C5CC45)C3C2=O)cc1[N+](=O)[O-] (stereo not given) do in these assays?
hIAP block: -2; tim10-1 inh: 4; mIAP act: 1.1; APOBEC3A inh: 4; A3G deaminase: -1; beta cell repl: -2; mIAP inh: -9; TIM10 inh: -4; NALP3 yeast inh: 23

Results for O=C(CSc1nccc2ccccc12)N1CCN(c2ccccn2)CC1 ?
hIAP block: 12; tim10-1 inh: 23; mIAP act: 1; APOBEC3A inh: -3; A3G deaminase: -8; beta cell repl: 1; mIAP inh: -3; TIM10 inh: -13; NALP3 yeast inh: 26

Results for CCN(CC(=O)Nc1ccc2c(c1)OCCO2)C(=O)c1cccc(S(=O)(=O)N2CCOCC2)c1 ?
hIAP block: 10; tim10-1 inh: 10; mIAP act: 0.98; APOBEC3A inh: 2; A3G deaminase: -3; beta cell repl: 0; mIAP inh: 2; TIM10 inh: 11; NALP3 yeast inh: 11

How did CC1CC(c2ccccc2)n2nc(NC(=O)c3cccs3)nc2N1 (stereo not given) do in these assays?
hIAP block: -11; tim10-1 inh: 1; mIAP act: 1; APOBEC3A inh: -4; A3G deaminase: -6; beta cell repl: -3; mIAP inh: -1; TIM10 inh: -10; NALP3 yeast inh: 9

How did COc1ccc(NC(=O)N(C)C[C@H]2Oc3c(NC(=O)NC(C)C)cccc3C(=O)N([C@H](C)CO)C[C@@H]2C)cc1 do in these assays?
hIAP block: -2; tim10-1 inh: 21; mIAP act: 1.1; APOBEC3A inh: -4; A3G deaminase: -7; beta cell repl: -4; mIAP inh: -15; TIM10 inh: -3; NALP3 yeast inh: 8

What do the screens show for `COc1ccc(-c2[nH]ncc2/C=N\NC(=O)c2cccs2)cc1OC`?
hIAP block: -73; tim10-1 inh: -17; mIAP act: 0.96; APOBEC3A inh: -1; A3G deaminase: -6; beta cell repl: 7; mIAP inh: 4; TIM10 inh: -5; NALP3 yeast inh: 8

What do the screens show for `CCOC(=O)N1CCC(=C2c3ccc(Cl)cc3CCc3cccnc32)CC1`?
hIAP block: 6; tim10-1 inh: 36; mIAP act: 1; APOBEC3A inh: -2; A3G deaminase: -7; beta cell repl: -6; mIAP inh: 0; TIM10 inh: 33; NALP3 yeast inh: 1

Results for COc1cccc(-n2c([S-])c(C(=O)Nc3ccc(S(=O)(=O)N4CCOCC4)cc3)[n+]3cc(C(N)=O)ccc23)c1 ?
hIAP block: -12; tim10-1 inh: 16; mIAP act: 0.91; APOBEC3A inh: -1; A3G deaminase: -2; beta cell repl: -4; mIAP inh: 9; TIM10 inh: 6; NALP3 yeast inh: 6

What do the screens show for `CC(NC(=O)c1ccccc1N)c1ccccc1` (stereo not given)?
hIAP block: 17; tim10-1 inh: -10; mIAP act: 0.91; APOBEC3A inh: 4; A3G deaminase: 0; beta cell repl: -2; mIAP inh: 10; TIM10 inh: 0; NALP3 yeast inh: 2

What do the screens show for `O=C(NCc1ccccc1)/C(=C/c1ccc([N+](=O)[O-])cc1)NC(=O)c1ccco1`?
hIAP block: -17; tim10-1 inh: -12; mIAP act: 0.99; APOBEC3A inh: 3; A3G deaminase: -7; beta cell repl: -2; mIAP inh: 0; TIM10 inh: -5; NALP3 yeast inh: 2

What do the screens show for `CC(=O)N1CCN=C1SCc1ccccc1Cl`?
hIAP block: -12; tim10-1 inh: -5; mIAP act: 1.1; APOBEC3A inh: 1; A3G deaminase: -2; beta cell repl: 4; mIAP inh: -10; TIM10 inh: 8; NALP3 yeast inh: 11

What do the screens show for `CC1(C)Cc2c(c(=S)nc(-c3ccccc3)n2CCOCCO)CO1`?
hIAP block: -6; tim10-1 inh: 9; mIAP act: 0.89; APOBEC3A inh: -1; A3G deaminase: -6; beta cell repl: 0; mIAP inh: 11; TIM10 inh: -8; NALP3 yeast inh: 21

How did CSc1ccc(Cl)c(C(=O)NCc2ccco2)c1 do in these assays?
hIAP block: 10; tim10-1 inh: 2; mIAP act: 0.96; APOBEC3A inh: -5; A3G deaminase: -7; beta cell repl: 1; mIAP inh: 4; TIM10 inh: 9; NALP3 yeast inh: -27

What do the screens show for `CC(=O)Nc1ccc2[nH]c(C)c(CC=C(Cl)Cl)c(=O)c2c1`?
hIAP block: -16; tim10-1 inh: -2; mIAP act: 0.9; APOBEC3A inh: 5; A3G deaminase: 4; beta cell repl: -4; mIAP inh: 10; TIM10 inh: 3; NALP3 yeast inh: 14

Results for Cc1ccccc1-c1noc(CCC(=O)NCc2ccco2)n1 ?
hIAP block: 4; tim10-1 inh: 26; mIAP act: 0.99; APOBEC3A inh: 1; A3G deaminase: 2; beta cell repl: -2; mIAP inh: 1; TIM10 inh: 10; NALP3 yeast inh: 16

What do the screens show for `COc1ccc(N2CC(NS(=O)(=O)c3cccs3)CC2=O)cc1` (stereo not given)?
hIAP block: -1; tim10-1 inh: 6; mIAP act: 1; APOBEC3A inh: -3; A3G deaminase: -9; beta cell repl: 2; mIAP inh: 0; TIM10 inh: 5; NALP3 yeast inh: 11

Results for CCC(C)(C)NC(=O)C(c1cccc(OC)c1OC)N(Cc1ccccc1)C(=O)CCC(=O)Nc1cc(C)on1 (stereo not given) ?
hIAP block: 5; tim10-1 inh: -8; mIAP act: 0.98; APOBEC3A inh: -1; A3G deaminase: -7; beta cell repl: 0; mIAP inh: 2; TIM10 inh: 1; NALP3 yeast inh: -6
